AID2073: disruptors of CaV2.2 binding to Mint1 – biochemical, HTRF (AID 2073) | HTRF protein-protein interaction, Mint1-CaV2.2; higher % means a stronger effect | one-dose inhibition, % at 20 µM; IC50 in µM for titrated hits | actives 0.19% (n = 290,000); in the data active = inhibition mostly above about 51%, no sharp cut-off; also: some results filed as inactive read as strong as hits
Hep lipid drop: modulators of hepatic lipid droplet formation; AML12 mouse hepatocytes, oleate lipid droplets, BODIPY imaging; inhibition, % at 6.5 µM; actives 0.4% (n = 240,000);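 active = lipid droplet intensity inhibited by at least 50%, with more than 500 cells counted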
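System: AML12 hepatocytes (mouse). Probe or stimulus: oleic acid at 100 µM to induce lipid droplet formation. Times: overnight treatment with compound plus oleate. Detection: Image-based BODIPY and DAPI two-channel analysis. Evaluation: percent inhibition of filter-corrected integrated lipid droplet intensity per well.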
XIAP displacement: XIAP antagonists, biochemical, IAP family, fluorescence polarization (AID 1018); displacement, % at 20 µM; hits with a dose series show IC50 in µM; XIAP BIR domain, fluorescence polarization peptide displacement; higher % means a stronger effect; actives 0.007% (n = 200,000); in the data active = displacement above about 50%; also: a part of the inactive calls stands beside numbers as strong as those of hits
Siah-1 displacement: Siah-1 peptide-binding antagonists, primary screen, biochemical, fluorescence polarization, rhodamine-plectin, uHTS (AID 1817). displacement, % at 20 µM, or IC50 in µM where a hit was titrated. actives 0.02% (n = 290,000). Siah-1 / rhodamine-plectin peptide fluorescence polarization; higher % means a stronger effect;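 active = displacement of at least 50% at 20 µM, with a fluorescence ratio check between 0.3 and a set limit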;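 also: plate controls were Siah plus tracer with DMSO for no effect and tracer alone without Siah for full effect; strong numbers were not always called active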
M17LAP inhibition: P. falciparum M17LAP inhibitors, primary screen, biochemical, fluorogenic H-Leu-NHMec substrate, 1536-well (AID 1619); recombinant M17LAP, H-Leu-NHMec fluorogenic kinetic assay; higher % means a stronger effect; inhibition, % at 30 µM; hits with a dose series show IC50 in µM; actives 0.38% (n = 220,000);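 active = compound inhibiting the enzyme by more than half at any dose during confirmatory dose-response retesting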;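 also: plate controls were full reaction with DMSO carrier for no effect and no enzyme background for full effect; strong numbers were not always called active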
ER stress rescue: rescue of cells from ER stress-induced death, primary screen, 384-well, CSM14.1, thapsigargin, ATP luminescence (AID 1222); CSM14.1 thapsigargin-induced death rescue, ATP luminescence; higher % means a stronger effect; cellular ATP content (survival), % at 20 µM; hits with a dose series show EC50 in µM; 190,000 tested, under 10 active;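 active = EC50 below 50 µM in the dose-response confirmation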;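 also: death triggered by thapsigargin at about 15 µM added after 2 h compound pretreatment; cell ATP read after overnight thapsigargin exposure of roughly 18 to 22 hours; normalized against plate controls of thapsigargin alone and 5% DMSO vehicle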
HEK293 NOD2/NF-kB: NOD2 signaling inhibitors, cell-based, luminescence, uHTS, HEK293 (AID 1566); HEK293 NOD2/NF-kB luciferase reporter, luminescence; higher % means a stronger effect; inhibition, % at 4 µM; hits with a dose series show EC50 in µM; actives 0.63% (n = 290,000); also: many of its hits are not listed in these tables
M1AAP inhibition: P. falciparum M1AAP inhibitors, biochemical, fluorogenic H-Leu-NHMec substrate, 1536-well (AID 1445); recombinant M1AAP, H-Leu-NHMec fluorogenic kinetic assay; higher % means a stronger effect; inhibition, % at 30 µM, or IC50 in µM where a hit was titrated; actives 0.42% (n = 220,000);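 active = primary inhibition above the hit cutoff, then over 50% inhibition at one or more dose response concentrations, cut at about 23% in these data, passing the limit was not always enough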;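 also: plate controls were DMSO full reaction for no effect and no enzyme background for full effect; strong numbers were not always called active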
LYP inhibition: inhibitors of LYP phosphatase, biochemical, fluorescence intensity, uHTS (AID 1779); recombinant LYP phosphatase, fluorescence intensity; higher % means a stronger effect; actives 0.054% (n = 290,000); one-dose inhibition, % at 11.5 µM; IC50 in µM for titrated hits;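 also: plate controls were vehicle with enzyme for no effect and no enzyme for full effect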
Hep lipid drop cells 6.5 µM: further read-out of Hep lipid drop, marked with its call; cell count; measured here: cell count, cytotoxicity flag;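 cells counted across two imaged fields per well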
The depositor's hits bear a star; · = no result given. Rule as the data show it, unless noted: active = inhibition above about 50%; inactive = the rest. An excerpt, so the mix of outcomes need not match the whole.

SMILES | AID2073 | Hep lipid drop | Hep lipid drop cells 6.5 µM | XIAP displacement | Siah-1 displacement | M17LAP inhibition | ER stress rescue | HEK293 NOD2/NF-kB | M1AAP inhibition | LYP inhibition
CCc1nnc(SCc2ccc(OC)c(Br)c2)n1N | -4% | · | · | -6.2% | -2% | 1% | -1.1% | -1% | 3% | -3%
CN1C(=O)Cc2cc(S(=O)(=O)NCc3cccs3)ccc21 | -11% | -9 | 742 | -8.8% | -2% | 7% | 1.2% | 11% | 12% | -6%
COc1cc(N(C)C)c([N+](=O)[O-])cc1C(=O)N1CCN(Cc2ccccc2)CC1 | 6% | 3 | 681 | -7.9% | -6% | 2% | -2.2% | 29% | 2% | -8%
O=C(c1cc2sccc2n1Cc1ccc(F)cc1)N1CCN(c2nc3ccccc3s2)CC1 | 21% | -62 | 667 | 6.4% | -4% | 2% | 5.5% | -5% | 11% | 2%
CS(=O)(=O)Nc1cccc(-c2cn3ccccc3n2)c1 | 9% | 1 | 724 | -2.7% | 0% | 10% | -1.9% | -34% | 4% | -6%
Cc1ccccc1-n1nc2c(c1NC(=O)C1CCCC1)CS(=O)(=O)C2 | 11% | -1 | 761 | · | -3% | · | · | -26% | · | -4%
O=S(=O)(c1cccc(C(F)(F)F)c1)N1CCN(C(=S)NC2CC2)CC1 | -3% | -6 | 637 | -4.2% | 2% | -2% | 1.6% | 8% | 2% | 3%
Cc1sc2nc(NCCO)[nH]c(=O)c2c1C | -3% | · | · | -12% | 2% | -2% | 1.5% | 3% | 1% | -2%
CCN1CCCC1CNCc1ccc(Cl)cc1Cl (stereo unspecified) | -6% | -3 | 691 | 0.8% | 4% | 7% | · | -14% | 0% | 2%
C=CCc1cccc2cc(C(=O)NCc3cccnc3)c(=O)oc12 | 6% | -11 | 700 | 0.4% | -3% | 1% | · | 7% | 5% | 0%
CC(=O)Nc1ccc2nc(SCC(=O)Nc3ccc(N4CCOCC4)c(Cl)c3)sc2c1 | -20% | · | · | -4.5% | -2% | -3% | 6.7% | -28% | 4% | -12%
COc1ccc(CCN(C)C(=O)N2CCOCC2)cc1OC | -7% | · | · | -1.0% | -2% | -2% | -1.3% | 2% | 0% | -5%
COc1cc(C)nc(N2CCC(C(N)=O)CC2)n1 | -5% | · | · | -12% | 4% | 6% | 3.9% | -4% | 9% | -6%
Cn1c(=O)c2c(nc(Sc3ncnn3CC(=O)N3CCOCC3)n2C)n(C)c1=O | 15% | -15 | 715 | · | 1% | 3% | · | 5% | 0% | 0%
COCc1[nH]c(=S)c(C#N)cc1C(=O)OC | 38% | 10 | 731 | · | 9% | 9% | · | -1% | 12% | -5%
COc1cc(/C=C/C(=O)OCC(=O)NCCc2ccccc2)cc(OC)c1OC | 6% | -4 | 663 | -3.7% | 17% | -8% | 0.2% | -4% | -3% | -1%
Brc1ccc(Cn2c(-c3ccc(Br)o3)nc3ccccc32)o1 | 3% | 15 | 756 | -4.4% | -2% | -9% | -2.2% | -36% | 2% | 3%
Cn1c(=O)n(C)c2cc(S(=O)(=O)NCCc3ccccc3)ccc21 | -4% | · | · | -6.2% | -2% | 11% | 1.0% | 4% | 4% | -6%
CC1(C)CC(NC(=O)c2ccc(-c3ccc([N+](=O)[O-])cc3)o2)CC(C)(C)N1 | 39% | 31 | 599 | · | -8% | · | · | -48% | · | -5%
COc1ccc(OC)c(C2CC(c3ccc(NS(C)(=O)=O)cc3)=NN2C(=O)c2ccccc2)c1 (stereo unspecified) | 10% | -3 | 709 | -5.2% | 9% | -5% | -0.9% | 7% | -3% | 3%

Arranged by the number under M1AAP inhibition (rising): some entries from above.
SMILES	M1AAP inhibition
COc1ccc(OC)c(C2CC(c3ccc(NS(C)(=O)=O)cc3)=NN2C(=O)c2ccccc2)c1 (stereo unspecified)	-3%
Cn1c(=O)c2c(nc(Sc3ncnn3CC(=O)N3CCOCC3)n2C)n(C)c1=O	0%
Brc1ccc(Cn2c(-c3ccc(Br)o3)nc3ccccc32)o1	2%
CS(=O)(=O)Nc1cccc(-c2cn3ccccc3n2)c1	4%
CN1C(=O)Cc2cc(S(=O)(=O)NCc3cccs3)ccc21	12%

(further entries)
SMILES | AID2073 | Hep lipid drop | Hep lipid drop cells 6.5 µM | XIAP displacement | Siah-1 displacement | M17LAP inhibition | ER stress rescue | HEK293 NOD2/NF-kB | M1AAP inhibition | LYP inhibition
Cc1ccc2[nH]c3c(N4CCN(Cc5ccc6c(c5)OCO6)CC4)ncnc3c2c1 | -18% | · | · | -18% | 2% | 21% | -0.4% | 50% | 3% | 2%
Cc1ccc(NC(=O)CNC(=O)c2ccco2)cc1Cl | -4% | 16 | 804 | · | 1% | · | · | 4% | · | -8%
Cc1ccc(NC(=S)NCc2ccccc2Cl)c(C)c1 | -2% | 3 | 756 | -5.2% | -2% | 11% | -3.9% | -3% | 10% | 4%
Cc1nc2c(sc(=S)n2Cc2ccco2)c(=O)n1CC(=O)Nc1ccccc1 | -29% | -11 | 766 | · | 1% | · | · | -5% | · | -5%
CCN1/C(=C/c2ccc3cc(C)ccc3[n+]2C)Sc2ccc3sccc3c21 | 5% | -88 | 561 | 72%* | 8% | 3% | -4.2% | 15% | 0% | -30%
Cc1c(CC(=O)NCCCC(=O)O)c(=O)oc2cc3oc4c(c3cc12)CCCC4 | 30% | -5 | 824 | · | 6% | · | · | 14% | · | -3%
Cc1ccccc1CC1(CO)CCCN(Cc2ccn[nH]2)C1 (stereo unspecified) | 9% | -2 | 713 | -6.8% | 2% | -8% | 1.1% | 0% | 10% | 0%
Cc1ccccc1NC(=O)c1cc[n+]([O-])cc1 | -2% | 4 | 759 | · | 3% | · | · | -12% | · | 2%
CCc1ccc(N2CC(C(=O)N3CCCC3)CC2=O)cc1 (stereo unspecified) | 4% | -4 | 846 | · | 1% | · | · | -3% | · | -6%
CCCN(CC1CC1)C(=O)CCc1nnc(C(OC)c2ccccc2)o1 (stereo unspecified) | 10% | -18 | 755 | -11% | 0% | -1% | -0.3% | -20% | 7% | -6%
COc1ccc(/C=C2/SC(=O)N(CCC(=O)Nc3ccc(S(=O)(=O)Nc4nccs4)cc3)C2=O)cc1 | 53%* | 8 | 620 | -6.2% | 21% | 6% | -0.9% | 13% | 6% | -6%
CCCCC(=O)Nc1ccc(C(=O)Nc2nnc(COC)s2)cc1 | 18% | 12 | 758 | -6.1% | -5% | 9% | -2.0% | 6% | 10% | -8%
C=CCn1c(SC(C)C(=O)NCCC2=CCCCC2)nc2ccccc2c1=O (stereo unspecified) | -3% | -4 | 732 | -8.0% | -2% | -4% | -0.3% | 0% | 2% | -10%
COc1cccc(CNC(=O)CSc2ccc(-c3ccco3)nn2)c1 | 45% | -4 | 731 | -15% | 19% | 33% | 1.7% | -11% | 7% | -3%
CCN1CCN(c2nc3ccccc3nc2C(C#N)S(=O)(=O)c2ccc(C)cc2)CC1 (stereo unspecified) | 1% | 16 | 805 | -19% | 8% | 1% | -0.7% | 6% | 2% | -5%
COCCn1c(SCC(=O)N2CCCCC2)nc2c(c1=O)SCC2 | -4% | 31 | 740 | · | 8% | · | · | 14% | · | -3%
O=C(NN1CCOCC1)c1ccc(Cl)s1 | -2% | 0 | 777 | -5.1% | -3% | 1% | 1.1% | 12% | -5% | -6%
O=C(CNCc1cccs1)Nc1ccc(OC(F)(F)F)cc1 | 22% | 8 | 887 | · | -3% | · | · | 7% | · | -4%
CCOC(=O)C1=C(CS(=O)(=O)c2ccccc2)NC(=O)NC1c1ccccc1OC (stereo unspecified) | 8% | -10 | 728 | · | 2% | · | · | 26% | · | -12%
Cc1ccccc1NC(=S)NCc1ccc2c(c1)cc(C)n2C | 8% | -11 | 777 | -5.8% | 8% | -9% | -3.7% | -8% | 5% | -4%

Filtered by structure: those above containing fluorine (three)
SMILES | AID2073 | Hep lipid drop | Hep lipid drop cells 6.5 µM | XIAP displacement | Siah-1 displacement | M17LAP inhibition | ER stress rescue | HEK293 NOD2/NF-kB | M1AAP inhibition | LYP inhibition
O=C(c1cc2sccc2n1Cc1ccc(F)cc1)N1CCN(c2nc3ccccc3s2)CC1 | 21% | -62 | 667 | 6.4% | -4% | 2% | 5.5% | -5% | 11% | 2%
O=S(=O)(c1cccc(C(F)(F)F)c1)N1CCN(C(=S)NC2CC2)CC1 | -3% | -6 | 637 | -4.2% | 2% | -2% | 1.6% | 8% | 2% | 3%
O=C(CNCc1cccs1)Nc1ccc(OC(F)(F)F)cc1 | 22% | 8 | 887 | · | -3% | · | · | 7% | · | -4%

The listing picks up, starting 2 compounds before the break.
SMILES | AID2073 | Hep lipid drop | Hep lipid drop cells 6.5 µM | XIAP displacement | Siah-1 displacement | M17LAP inhibition | ER stress rescue | HEK293 NOD2/NF-kB | M1AAP inhibition | LYP inhibition
CCOC(=O)C1=C(CS(=O)(=O)c2ccccc2)NC(=O)NC1c1ccccc1OC (stereo unspecified) | 8% | -10 | 728 | · | 2% | · | · | 26% | · | -12%
Cc1ccccc1NC(=S)NCc1ccc2c(c1)cc(C)n2C | 8% | -11 | 777 | -5.8% | 8% | -9% | -3.7% | -8% | 5% | -4%
Cc1ccc(-c2c(C)n([O-])c3c([n+]2=O)CCCCC3)cc1 | 0% | 13 | 635 | -3.1% | 8% | 4% | -0.5% | 2% | -7% | -9%
COC(=O)c1ccc(NC(=O)CN2CCN(c3ccccc3)CC2)cc1 | 3% | · | · | -3.1% | 0% | -9% | -0.1% | -11% | 4% | -5%
O=C(O)c1cccc(S(=O)(=O)Nc2ccccc2Cc2ccccc2)c1 | -9% | 16 | 838 | · | 2% | · | · | · | · | -2%
O=C(Cn1cnc2sc3c(c2c1=O)CCCC3)NCC(=O)Nc1c(F)cc(F)cc1Br | -2% | -4 | 707 | · | 1% | · | · | 2% | · | -9%
CCN(CC)S(=O)(=O)c1ccc2c(c1)c(=O)c(C(=O)NCc1ccc3c(c1)OCO3)cn2C | -6% | 4 | 769 | 2.0% | 2% | 8% | -1.0% | -1% | 7% | 0%
O=C(Nc1ncc(Br)s1)C(Cc1ccccc1)n1cccc1 (stereo unspecified) | -2% | · | · | -2.2% | 0% | 1% | -1.3% | 8% | 3% | 1%
O=C(NC(=S)Nc1ccc(CN2CCOCC2)cc1)c1cccc([N+](=O)[O-])c1 | -13% | 5 | 606 | -7.4% | -1% | -3% | -3.6% | 7% | 3% | -6%
COCCCn1c(SCC(=O)N(C)C)nnc1-c1ccccc1 | 17% | · | · | -4.1% | 5% | -3% | 0.0% | 12% | -13% | -4%
O=C(CSc1nnc(-c2cccnc2)n1C1CCCCC1)NC1CCCCC1 | 3% | -3 | 604 | -5.0% | -2% | 8% | -2.8% | -2% | 9% | -3%
COc1ccc(CNC(=O)Cc2csc(Nc3nc(=S)[nH]c4ccccc34)n2)cc1 | 29% | · | · | -7.4% | 3% | 0% | 6.0% | 33% | 4% | 7%
